From PubChem
FUS yeast rescue: suppressors of FUS proteinopathy in yeast. AID 1347120. 0.24% of 390,000 active. S. cerevisiae FUS-expressing, growth rescue, OD600, 24 h. Potency, µM (doses to about 76.6 µM), without a hit: at the highest dose growth rescue (activation), hits mostly activators;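 also: potency is read from the fitted curve at half-maximal effect; plate controls were DMSO vehicle for no effect and reference control for full effect; nearly all actives have a fitted effect of over 55% in size; some results filed as inactive show a strong effect at the top dose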
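Cultures pregrown in 2.5% raffinose medium are shifted to minimal medium containing 2% galactose to express toxic FUS. Compounds are tested at several concentrations. After 24hr at 30C, growth is quantified at 600 nm absorbance.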
EPAC1 agonist: activates human EPAC1 exchange factor | EPAC1 agonist qHTS, biochemical assay; response scale: 100% = response to 6.5 mM cAMP | Potency, µM (doses to about 154 µM), without a hit: at the top dose activation, usual class: activators | 0.073% of 360,000 active | AID 720707; also: potency is read from the fitted curve at half-maximal effect; nearly all actives have a fitted effect of over 60% in size
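EPAC1 100 nM, Rap1B–BODIPY-GDP 250 nM, unlabeled GDP 50 uM; compound titration; 5 min RT; kinetic read ex480/em540 at 5-min intervals ×30 min; data normalized to 6.5 mM cAMP agonist control.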
IL2 activator: activates IL-2 in a cell-based reporter assay; IL-2 activation reporter assay, cell-based qHTS; stimulated with anti-CD3/CD4/CD28 beads; in transgenic mouse T cells; activation, % (series mostly up to about 46 µM); 0.065% of 360,000 active; in the data active = activation above about 50%; inconclusive = mostly about 30% to 49%; also: 0% is about no effect
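Screening format: compound pinned onto unstimulated transgenic mouse T cells, 60 min incubation, then anti-CD3/anti-CD4/anti-CD28 bead stimulation for 18 hours at 37 degrees C, followed by EGFP and DsRed detection.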
PLK1 PBD inh: inhibitors of human PLK1 polo-box domain binding; 2.8% of 360,000 active; AID 720504; Plk1 PBD binding of FITC phosphopeptide, fluorescence polarization; Potency, µM, for the others: max response, negative = inhibition, actives largely listed as inhibitors; P53350; also: potency is read from the fitted curve at half-maximal effect; series mostly up to about 57 µM; % is scaled to controls: 0 for no effect and ±100 for the full control effect; nearly all actives have a fitted effect of over 65% in size
Target sequence (P53350 whole entry, looked up, the tested form may be a part): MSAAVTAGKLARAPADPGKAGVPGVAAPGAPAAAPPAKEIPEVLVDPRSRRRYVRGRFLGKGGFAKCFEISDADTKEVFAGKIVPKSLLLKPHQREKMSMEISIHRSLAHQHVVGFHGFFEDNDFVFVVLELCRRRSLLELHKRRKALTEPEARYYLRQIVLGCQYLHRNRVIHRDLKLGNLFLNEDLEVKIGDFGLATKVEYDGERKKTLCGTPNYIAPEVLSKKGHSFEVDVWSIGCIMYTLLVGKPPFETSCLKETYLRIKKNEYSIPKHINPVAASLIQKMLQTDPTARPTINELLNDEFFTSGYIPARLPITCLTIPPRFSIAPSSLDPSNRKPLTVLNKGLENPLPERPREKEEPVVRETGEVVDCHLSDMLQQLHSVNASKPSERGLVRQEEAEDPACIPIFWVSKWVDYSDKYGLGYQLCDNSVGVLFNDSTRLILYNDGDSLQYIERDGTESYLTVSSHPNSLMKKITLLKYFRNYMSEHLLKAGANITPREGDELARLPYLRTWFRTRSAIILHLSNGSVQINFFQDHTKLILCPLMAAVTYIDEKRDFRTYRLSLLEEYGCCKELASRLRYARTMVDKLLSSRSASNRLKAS
WRN inhibitor: inhibitors of human WRN helicase. Q14191. WRN helicase unwinding, fluorescent forked duplex, kinetic. Potency, µM (titrated, usually from 114 µM), inactives show top-dose activity change, negative = inhibition, hits mostly inhibitors. 0.46% of 360,000 active. AID 651768; also: potency is read from the fitted curve at half-maximal effect; % is scaled to controls: 0 for no effect and ±100 for the full control effect; nearly all actives have a fitted effect of over 55% in size
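Screening of the MLSMR collection measured strand separation of a quenched forked DNA duplex (100 nM) by 20 nM WRN with 2 mM ATP, all final. Compounds were preincubated with enzyme 15 min at room temperature.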
Abeta yeast res: A-beta toxicity reversal in yeast; Potency, µM (top dose mostly 46.1 µM), for the others: top-dose growth rescue, most hits filed as activators; AID 1347071; yeast expressing A-beta42, growth rescue, OD600, 48 h; response scale: 0% DMSO, 100% iron-clioquinol control; 0.063% of 410,000 active; also: potency is read from the fitted curve at half-maximal effect; nearly all actives have a fitted effect of over 55% in size
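Yeast growth medium received pinned compounds, then yeast cells expressing toxic A-beta were added; plates incubated at 30 C for 48 hr. Growth read as absorbance at 600 nm, normalized to DMSO and equimolar FeCl3 plus clioquinol controls.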
EPAC1 antag: blocks human EPAC1 exchange factor | EPAC1 GEF assay, Rap1b-BODIPY-GDP exchange fluorescence | O95398 | AID 720709 | 0.14% of 360,000 active | Potency, µM (titrated, usually from 115 µM), for the others: top-dose activity change, negative = inhibition, most hits filed as inhibitors;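 also: potency is read from the fitted curve at half-maximal effect; plate controls were vehicle for no effect and positive control for full effect; nearly all actives have a fitted effect of over 50% in size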
PI5P4K alpha inh: PI5P4K alpha (human) kinase inhibition. P48426. PI5P4Kalpha enzyme, ADP-Glo luminescence, 60 min; stronger effect = lower value. max response, %. 1.2% of 330,000 active; active = max response of -50% or lower; inconclusive = between -30% and -50%; inactive = -30% or higher; also: value at the top dose of about 77 µM; % is scaled to controls: 0 for no effect and ±100 for the full control effect
Target sequence (P48426 whole entry, looked up): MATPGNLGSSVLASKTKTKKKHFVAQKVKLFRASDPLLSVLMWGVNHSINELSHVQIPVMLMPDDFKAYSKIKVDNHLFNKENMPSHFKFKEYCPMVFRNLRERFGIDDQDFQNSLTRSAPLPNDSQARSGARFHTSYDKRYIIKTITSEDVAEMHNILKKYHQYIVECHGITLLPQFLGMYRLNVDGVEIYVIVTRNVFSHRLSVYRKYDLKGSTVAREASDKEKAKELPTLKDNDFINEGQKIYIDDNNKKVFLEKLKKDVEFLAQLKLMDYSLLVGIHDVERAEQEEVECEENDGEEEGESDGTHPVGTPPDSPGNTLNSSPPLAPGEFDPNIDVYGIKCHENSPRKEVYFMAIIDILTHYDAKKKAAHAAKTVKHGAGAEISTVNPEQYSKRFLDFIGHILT
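Enzyme plus substrate dispensed, test compounds pinned in, then ATP (5 microM final) added. After 60 min at RT, ADP-Glo reagent 1 for 45 min and reagent 2 for 30 min preceded luminescence imaging.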
An asterisk follows results filed as active; ? = inconclusive; . = not tested or not shown; [ ] = dose if it differs, or a comment. Unless noted, calls follow the shape of the dose curve; as a rule, active = well fitted curve in the direction sought with a large enough effect; inconclusive = small, poorly fitted or top-dose-only effect, or another doubt; inactive = no such curve, though single readings can be large; an effect the other way counts as inactive or inconclusive. Rows are unselected; overall some 4.1% were active at least once.

SMILES | FUS yeast rescue | EPAC1 agonist | IL2 activator | PLK1 PBD inh | WRN inhibitor | Abeta yeast res | EPAC1 antag | PI5P4K alpha inh
COC(=O)C1=C(C(=O)OC)[C@]2([C@H]3CC=CCN[C@@H](Cc4ccccc4)C(=O)N3Cc3ccccc3)C=C[C@H]1O2 | 22µM* | 6% | -0.9 | -2% | 0% | 7% | -2% | 8
Cc1cc(=O)[nH]c(COc2ccccc2)n1 | -17% | 1% | -2.3 | -8% | -3% | 7% | -15% | 2
CCOC(=O)N1CCC(=NNc2ncc(C(F)(F)F)cc2Cl)CC1 | 7% | 10% | -1.4 | -16% | 5% | -1% | -16% | -8
Cc1ccc(S(=O)(=O)Cc2ccc(C(=O)N3CCC(C(N)=O)CC3)o2)cc1 | 8% | 2% | -2.1 | -12% | -9% | 2% | 14% | 5
CSc1ccc(Cl)c(C(=O)OCC(=O)N2CCN(C(=O)c3ccco3)CC2)c1 | 8% | 0% | 1.3 | -6% | -6% | -13% | -1% | -25
CCCCNc1ccc(C(F)(F)F)cc1S(=O)(=O)NCCc1ccc(F)cc1 | 23% | -16% | -0.9 | -9% | -14% | 2% | -14% | 14
CSc1ccccc1C(=O)N1CCN(c2ccc(F)cc2)CC1 | -2% | 9% | -1.3 | -3% | -8% | 14% | 7% | .
Cc1cc(C)c2nc(N(CCN(C)C)C(=O)c3ccc4ccccc4c3)sc2c1 | 30% | 15% | 9.0 | -9% | -5%[57.1 µM] | -14% | 15% | 17
CCCCCCC(=O)Nc1nc(C)c(-c2csc(Nc3ccc(Cl)cc3)n2)s1 | 40% | -1% | -0.6 | -16% | -8% | -2% | 1% | -4
C[C@H](O)CNC(=O)c1[nH]cnc1C(=O)Nc1ccc(CNC(=O)OC(C)(C)C)cc1 | 20% | -8% | 0.5 | 5% | 0% | 10% | -5% | 0
COCCCNc1oc(-c2ccccc2OC)nc1C#N | 15% | 6% | 1.6 | -7% | 4% | -11% | -11% | .
CC(=O)Nc1ccc(C(=O)NNC(=O)C2C3CCCCC32)cc1 (centres undefined) | 3% | 9% | -1.1 | -1% | -7% | 5% | -6% | 3
COc1cc(NS(=O)(=O)c2cn(C)cn2)cc(OC)c1OC | -16% | -6% | -3.9 | -4% | 1% | -2% | 0% | -4
Cc1ccc(OCC(=O)N/N=C/c2cccn2C)cc1C | ? | 1% | 0.0 | -4% | -17% | -5% | -8% | 8
O=C(NCCCN1CCOCC1)c1ccc2c(=O)n(Cc3ccc(Cl)cc3)c(=S)[nH]c2c1 | 11% | -7% | -1.9 | -15% | -8% | -6% | 14% | -1
CCOC(=O)c1ccc(-c2nnc(-c3ccc(Cl)cc3Cl)o2)cc1 | -10% | 5% | -0.8 | -7% | 10% | -3% | -1% | 0
CNCc1ccc(OCc2ccccc2)c(OC)c1 | -19% | 3% | -0.6 | -11% | -6% | 2% | 1% | 2
CC(=O)Nc1ccc(S(=O)(=O)N2CCN(C(=O)N3CCCCC3)CC2)cc1 | 8% | 0% | -1.4 | 8% | 4% | 3% | -3% | 0
O=C(COC(=O)C1CC2CCCC(C1)C2=O)Nc1nc(-c2ccc(F)c(F)c2)cs1 (centres undefined) | 2% | 1% | 0.7 | -9% | -1% | 6% | -28% | -3
O=C1C2C3C=CC(CNS(=O)(=O)c4ccccc4)(O3)C2C(=O)N1c1ccc(Cl)cc1 (centres undefined) | . | -9% | -0.8 | -6% | -34% | -84%[inhibitor] | 3% | -1
O=C(NNC1=Nc2cccc3cccc1c23)c1ccccc1Br | . | -3% | -0.5 | -4% | 0% | 21% | -9% | -5
COCCCNC(=O)c1cccc2c(-c3cccc(C(N)=O)c3)coc12 | -7% | 6% | -0.6 | -11% | -10% | -11% | -8% | 0
Cc1ccccc1-n1nnnc1SC(C)C(=O)Nc1ccc(N2CCN(C)CC2)cc1 (centres undefined) | 8% | 17% | -3.9 | -2% | -4% | 8% | -27% | 0
COC(=O)CSc1cc(C)nc(SC)n1 | -10% | -6% | -0.3 | -1% | 6% | 11% | 2% | .
Cc1cccc(N(Cc2cc3cc(C)ccc3[nH]c2=O)C(=O)c2cccs2)c1 | -15% | 8% | 0.9 | 0% | -5% | . | -16% | -4
C=CCn1c2ccccc2c2nnc(SCN3C(=O)c4ccccc4C3=O)nc21 | ? | 11% | -0.6 | -15% | -4% | -12% | -20% | -9
CC(C)C[C@H]1CNC(=S)N1CC1CCN(CCC2CCCC2)CC1 | -23% | 12% | -0.3 | -6% | 0% | -2% | -1% | -1
COC(=O)c1c(NC(=O)c2cnccn2)sc2c1CCC2 | -2% | -3% | 0.1 | -23% | -25% | 2% | -20% | 5
CCCN(CCC)c1nc(C#N)nc(N(CCC)CCC)n1 | -27% | -3% | -6.3 | -3% | -28% | -1% | 5% | -3
CCO[C@H]1OC(C(=O)NCc2nc3ccccc3[nH]2)=C[C@@H](C)[C@@H]1CCCO | -21% | 1% | -0.1 | -1% | -3% | 6% | 4% | -2
Cc1cc(C)nc(N2C(=O)CC(C(C)c3ccccc3)C2=O)n1 (centres undefined) | -1% | 1% | -2.5 | -7% | 3% | -1% | -2% | 0
CCN(c1ccccc1)S(=O)(=O)c1ccc(NC(=O)C(C)(C)C)cc1 | 30% | 10% | 3.4 | -5% | -9% | 7% | 0% | .
CC1(Cc2ccc3c(c2)OCO3)C(=O)Nc2ccc(-c3cccc(C(F)(F)F)c3)cc21 (centres undefined) | 22% | -16% | -0.9 | -12% | -9% | -17% | -14% | -10
CCSCC(C)(C)n1[nH]c2ccccc2c1=O | -15% | 1% | -0.6 | -4% | -5% | -7% | 18% | -3
CCc1ccc(CNC(=O)c2nn(C)c3c2CS(=O)(=O)c2ccccc2-3)cc1 | ? | 7% | -0.3 | -12% | -2% | 16% | -4% | -2
O=C1CCC(=O)N1c1ccccc1 | 5% | -4% | 0.1 | -10% | 8% | -6% | -3% | -2
CC(C)CCNC(=O)CO/N=C/c1ccccc1OC(F)F | . | -8% | 1.4 | -8% | -20% | 1% | -3% | -4
Cc1cc(=O)c2cc(Cl)ccc2[nH]1 | -21% | -30%[inhibitor] | 1.5 | 2% | 8% | 8% | 8% | 0
COc1ccc(N2CCN(C(=O)C(=O)c3cn(CC(=O)N4CCOCC4)c4ccccc34)CC2)cc1 | 11% | 5% | -2.4 | -5% | -1% | 1% | 5% | -2
CCOc1ccccc1OCC(=O)Nc1ccc2[nH]c(=O)[nH]c2c1 | -8% | 2% | 0.6 | -7% | -5% | -6% | -15% | -8
CC(=O)N1CCN(Cc2nc3ccc(Cl)cc3n2CCO)CC1 | -7% | 5% | 1.4 | -6% | 3% | 13% | -26% | 1
Cc1csc(NC(=O)CSc2nc(C)cs2)n1 | 0% | 7% | -0.6 | -5% | 5% | 12% | -5% | 1
CSc1nc2ccccc2n1CC(=O)Nc1c(C)cccc1C | 18% | -10% | -0.5 | 3% | 6% | -7% | -18% | 1
COc1cc(C)ccc1OCc1cc(C(=O)NC(C)Cn2cncn2)no1 (centres undefined) | 14% | -3% | 0.5 | 7% | -3% | 3% | -3% | -5
Cn1cc(S(=O)(=O)N2CCCC2)cc1C(=O)O | -25% | 12% | 1.5 | -13% | 0% | -8% | 5% | 3
CC(=O)N1CCCc2cc(S(=O)(=O)NCCC3=CCCCC3)ccc21 | 26% | -9% | -4.6 | -9% | 11% | -16% | 2% | 0
CN(C(=O)COC(=O)c1n[nH]c(=O)c2ccccc12)c1ccccc1 | 2% | 5% | -0.7 | 2% | 3% | 2% | -4% | -4
CC(C)(C)n1nc2c(c1NC(=O)COc1ccc(Cl)cc1)CSC2 | 33% | 8% | -1.3 | -15% | -18% | 18% | -4% | .
COC(=O)c1cc(NC(=O)CSC2=NCCS2)cc(C(=O)OC)c1 | -2% | -4% | -0.7 | -6% | 8% | -2% | -11% | 3
COc1ccc(NS(=O)(=O)c2cccc(C(=O)OCC(=O)NC3CC3)c2)cc1 | 1% | 0% | -5.0 | -7% | 1% | 11% | 10% | 8
Cc1ccc(-n2nc(-c3ccco3)cc2C(=O)O)cc1 | 17% | -7% | 1.0 | ? | 45µM* | 9% | 8% | -51*
COc1ccc(CN(CC2CCC(C(=O)O)CC2)C(=S)Nc2ccccc2C)cc1 (centres undefined) | 25% | 0% | -3.3 | -14% | -19% | 8% | -2% | 5
O=C(COC(=O)Cc1ccc(Br)cc1)NCC1CCCCC1 | -3% | 1% | -1.5 | -7% | -16% | 12% | -17% | 1
CCOC(=O)Cn1c(=NC(=O)c2nc3ccccc3s2)sc2cc(S(N)(=O)=O)ccc21 | 1% | 3% | 1.8 | -6% | -8% | 15% | 3% | -2
O=C(NCCc1ccccc1)C(=O)NCC(c1ccco1)N1CCOCC1 (centres undefined) | -11% | -8% | -1.0 | -10% | 6% | -1% | -9% | -8
CCOc1ccc(CC(=O)N2CCN=C2SC)cc1 | 26% | 13% | 1.9 | -6% | -3% | -9% | 3% | 4
N#CC1=C(N)Oc2n[nH]c(-c3ccccn3)c2C1c1c(F)cccc1Cl (centres undefined) | 54% | 1% | -0.4 | -5% | 4% | -14% | -4% | 1
CC1=C(C(=O)N(C)C)CC(CC(=O)NCCN2CCOCC2)C(=O)N1CCC1=CCCCC1 (centres undefined) | -19% | -10% | -0.9 | -12% | 0% | 2% | -13% | 1
Nc1[nH]nc2nc(N3CCCC3)nc(-c3ccccc3)c12 | 39% | -3% | 0.3 | -1% | -2% | 27% | 4% | .
CC1=C(C(=O)c2ccccc2)C(c2cn(-c3ccccc3)nc2-c2ccc(Cl)cc2)NC(=S)N1 (centres undefined) | 32% | 5% | -1.0 | -8% | -5% | 4% | 7% | .

One compound at a time, from the list above.
O=C(NCCCN1CCOCC1)c1ccc2c(=O)n(Cc3ccc(Cl)cc3)c(=S)[nH]c2c1 is entered as FUS yeast rescue = 11%; EPAC1 agonist = -7%; IL2 activator = -1.9; PLK1 PBD inh = -15%; WRN inhibitor = -8%; Abeta yeast res = -6%; EPAC1 antag = 14%; PI5P4K alpha inh = -1
O=C1CCC(=O)N1c1ccccc1 is entered as FUS yeast rescue = 5%; EPAC1 agonist = -4%; IL2 activator = 0.1; PLK1 PBD inh = -10%; WRN inhibitor = 8%; Abeta yeast res = -6%; EPAC1 antag = -3%; PI5P4K alpha inh = -2
